# Assay outcomes: PubChem BioAssay, several laboratories
# CF NFkB block – cystic fibrosis NF-kB activation inhibition; KKLEB NF-kB-GFP reporter, PAF-induced, GFP fluorescence overnight; inhibition, % at 5 µM; 0.86% of 360,000 active;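 active means at least 50% inhibition at 5 µM, scaled per plate between neutral and stimulator controls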;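 further: PAF is a Pseudomonas aeruginosa culture filtrate used as stimulus; plate controls were PAF-stimulated DMSO wells for no effect and unstimulated DMSO wells for full effect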
# NR2E3 ag-1 – agonists of human NR2E3 nuclear receptor; CHO-S Gal4-NCOR/VP16-NR2E3 two-hybrid, luciferase; inhibition of corepressor binding, % at 3.98 µM; 0.35% of 360,000 active; AID 602229;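 active means inhibition above the mean of all tested compounds plus 3 SD, cut at about 70% in these data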;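 further: 0% = DMSO with NR2E3 transfected cells and 100% = cells lacking NR2E3 construct; higher means lower luciferase signal from less NR2E3 corepressor binding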
# Target sequence (Q9Y5X4 whole entry, looked up, the tested form may be a part): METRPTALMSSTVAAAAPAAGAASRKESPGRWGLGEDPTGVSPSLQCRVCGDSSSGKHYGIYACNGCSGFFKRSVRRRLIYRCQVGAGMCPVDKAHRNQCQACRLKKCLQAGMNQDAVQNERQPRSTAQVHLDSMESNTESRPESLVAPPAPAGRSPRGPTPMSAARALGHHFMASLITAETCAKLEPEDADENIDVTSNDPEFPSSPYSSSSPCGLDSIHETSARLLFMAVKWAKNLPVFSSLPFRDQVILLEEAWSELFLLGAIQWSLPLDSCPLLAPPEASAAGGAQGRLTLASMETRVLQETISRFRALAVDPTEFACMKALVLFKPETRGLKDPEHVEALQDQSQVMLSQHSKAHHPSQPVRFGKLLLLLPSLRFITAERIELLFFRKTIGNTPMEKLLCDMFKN
# Peg3 promoter – inhibitors of Peg3 promoter | HeLa PEG-Prom luciferase reporter, luminescence, overnight | inhibition, % at 20 µM | 1.7% of 360,000 active;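 active means inhibition of at least 50% at 20 µM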
# aDG glyco up – increases alpha dystroglycan glycosylation; Pro5-aDG cells, alpha-DG glycosylation AlphaScreen (IIH6); 0% Pro5, 100% B10-LARGE cell signal; activation, % at 10 µM; 0.22% of 360,000 active;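 active means activation of at least 8% versus controls, or a plate z-score of at least 8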;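 further: Pro5 are CHO cells carrying HIG-tagged alpha-DG that lacks glycosylation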
# HIF-2a block – HIF-2a inhibition | 786-0 RCC cells HIF-2a reporter, luciferase luminescence, overnight | inhibition, % at 18.8 µM | 0.72% of 360,000 active;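 active means inhibition of the luminescence signal of 40% or more relative to plate controls, in a single-dose primary screen at 18.75 µM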
# TRPM1 prom inh – reduces MITF-dependent TRPM1 promoter luciferase signal | SK-MEL-5 TRPM1 promoter luciferase, 24 h | inhibition, % at 12.5 µM | 0.83% of 330,000 active | AID 488899;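 active means mean inhibition across replicates of 60% or more, whatever share of single replicates reaches that level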; further: values of inactives mirror those of a sister screen read the other way
# KKLEB cytotox – reduces viability of KKLEB cystic fibrosis airway cells; 0.36% of 360,000 active; AID 602141; KKLEB CF airway cells viability, ATPlite luminescence, overnight; hits give low values; cells stimulated with P. aeruginosa culture filtrate; activity change (cytotoxicity), % at 5 µM;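 active means corrected activity change at or below -50% at 5 µM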
# TWEAK Fn14 block – TWEAK-Fn14 signaling inhibition; 2% of 360,000 active; inhibition, % at 10 µM; TWEAK-stimulated Fn14 reporter cells, luciferase luminescence, 8 h; in the data active means inhibition above about 50%
# hiPSC survival – enhancers of human iPSC single-cell survival; hiPSC single-cell survival, ATPlite luminescence; 100% = ROCK inhibitor wells, 0% = DMSO; survival enhancement, % at 20 µM; 0.044% of 360,000 active; in the data active means survival enhancement above about 18%;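 further: cells exposed to compounds for 16 hours before the ATP read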
# NR2E3 ag-2 – agonists of human nuclear receptor NR2E3 | inhibition of corepressor binding, % at 4.78 µM | Q9Y5X4 | GST-NR2E3/biotin-RetCOR TR-FRET, 1536-well | 0.12% of 320,000 active | AID 2300;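 active means percent inhibition above the cutoff of mean plus 3 SD of all tested compounds, set per screening campaign, cut at about 20% in these data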;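 further: 0% = DMSO wells and 100% = biotin wells as full block of FRET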
#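 Test system – NR2E3–RetCOR corepressor complex · Quantity – NR2E3 fusion 1.35 nM · Buffer or medium – Tris pH 7.5 · Incubation – Compound–protein incubation for 5 h at 4 °C · Technique – TR-FRET, Eu(K)-anti-GST donor, streptavidin-D2 acceptor, ex 340, em 617/671 nm · Evaluation – percent inhibition of 671/617 nm emission ratio versus biotin and DMSO controls · Plate – 1536-well format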
# Shn3 inh set2 – Schnurri-3 reporter inhibition in Clone20 osteoblasts; inhibition, % at 12.5 µM; AID 588674; 0.52% of 360,000 active; Clone20 osteoblast Shn3 3'UTR firefly luciferase, 24 h;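 active means mean inhibition of at least 75% with every replicate also reaching 75%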;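 further: 0% = median of neutral control wells and 100% = pilot-screen positive control compound; some compounds past the cut are filed as inactive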
# Numbers without * were called inactive; nt = no result given; & = joins results of further samples; ! = repeats disagree.
SMILES,CF NFkB block,NR2E3 ag-1,Peg3 promoter,aDG glyco up,HIF-2a block,TRPM1 prom inh,KKLEB cytotox,TWEAK Fn14 block,hiPSC survival,NR2E3 ag-2,Shn3 inh set2
CC(=O)OC(C(=O)n1nc(C)cc1C)c1ccccc1 (stereo not drawn),-15,-6,4,0.5,16,1,8,-6,-2.3,-1,-6
O=C(NCc1cccc(OC(F)(F)F)c1)C1CCC(=O)N(Cc2cccc(F)c2)C1 (stereo not drawn),-30,10,3,-0.1,-16,7,-1,-1,0.8,-1,-1
COc1ccc(-c2ncncc2-c2csc(C)n2)c(O)c1,1,12,-1,0.0,4,0,2,8,5.9,3,-21
O=C(CCNC(=O)N1CC(=O)Nc2ccccc21)NCCc1cccc(F)c1,-11,1,-10,-0.5,1,0,3,-8,0.3,2,9
COc1ccc(N2CCCC2)c(NC(=O)c2ccc([N+](=O)[O-])o2)c1,-1,-8,53*,0.1,-16,33,-26,-10,1.2,-3,-2
CCOC(=O)c1[nH]c(C)c(CN(CCc2ccccc2)S(C)(=O)=O)c1C,-4,-50,9,0.0,6,0,6,1,0.0,-1,1
CCCCn1c(=O)[nH]c(=O)c2c1nc(-c1ccc([N+](=O)[O-])cc1)n2CC,5,-4,-2,0.0,15,-1,-7,-15,0.1,4,-5
O=C(COc1ccc2ccc(=O)oc2c1)NCCc1c[nH]c2ccc(F)cc12,-19,2,10,0.3,1,-1,7,1,-0.3,-2,20
NC(=O)c1nsc(C(=O)N(c2ccccc2)C(C(=O)NCc2ccc(F)cc2)c2ccco2)c1N (stereo not drawn),-17,-18,31,0.0,13,3,-9,1,-0.1,3,-4
Cc1ccc(/C=[N+](/C)[O-])cc1,-2,11,2,0.1,10,5,8,-11,-1.4,-1,-6
CCOc1ccccc1CNC(=O)c1ccc(NC(=O)C2=CSCCO2)cc1,-5,1,-86,-0.2,-85,-29,-4,-6,-0.3,-8,-5
COc1ccc(C(=O)NNC(=O)c2cccs2)cc1S(=O)(=O)N1CCOCC1,-44,4,8,-0.1,3,-1,-10,12,-0.4,nt,-9
O=C(Nc1ccccc1C(F)(F)F)C1CCCC1,-4,-12,5,0.0,14,nt,2,3,1.4,2,-75
CC(C)CCn1nc(C(=O)OCC(=O)NC(C)c2ccccc2)c2ccccc2c1=O (stereo not drawn),4,5,5,-0.2,8,nt,3,-8,-1.5,nt,11
Cc1ccc(OC(C)C(=O)Nc2ccc(S(=O)(=O)Nc3nccs3)cc2)cc1 (stereo not drawn),-15,-18,3,-0.3,10,-3,12,19,0.0,3,-5

# An excerpt from above in order of SMILES length, low to high.
SMILES,CF NFkB block,NR2E3 ag-1,Peg3 promoter,aDG glyco up,HIF-2a block,TRPM1 prom inh,KKLEB cytotox,TWEAK Fn14 block,hiPSC survival,NR2E3 ag-2,Shn3 inh set2
O=C(Nc1ccccc1C(F)(F)F)C1CCCC1,-4,-12,5,0.0,14,nt,2,3,1.4,2,-75
CC(=O)OC(C(=O)n1nc(C)cc1C)c1ccccc1 (stereo not drawn),-15,-6,4,0.5,16,1,8,-6,-2.3,-1,-6
CCOC(=O)c1[nH]c(C)c(CN(CCc2ccccc2)S(C)(=O)=O)c1C,-4,-50,9,0.0,6,0,6,1,0.0,-1,1

# Continued:
SMILES,CF NFkB block,NR2E3 ag-1,Peg3 promoter,aDG glyco up,HIF-2a block,TRPM1 prom inh,KKLEB cytotox,TWEAK Fn14 block,hiPSC survival,NR2E3 ag-2,Shn3 inh set2
O=C(Nc1ccccc1CC[N+](=O)[O-])N1CCN(c2ccccc2)CC1,-3,-24,18,0.2,7,8,12,25,-1.1,1,15
CCC(C)NC(=S)Nc1ccccc1 (stereo not drawn),-11,-1,8,0.2,17,-2,12,18,-0.7,nt,12
Cc1cccc(-c2nc(CSc3nc4c(c(=O)[nH]3)CCC4)c(C)o2)c1,3,2,19,0.0,6,9,-13,49,-1.3,0,-4
COc1ccc(OC)c(N(CC(=O)Nc2ccccc2)S(=O)(=O)c2ccccc2)c1,-4,7,15,0.1,11,3,5,7,-0.3,2,-46
O=C(COC(=O)C1C2CC3OC(=O)C1C3C2)Nc1ccc(Br)cc1 (stereo not drawn),1,0,-4,0.0,-29,4,1,-7,-0.6,-3,-10
CCC(=O)N1CCCn2c1nc1ccccc12,13,-7,-16,0.1,6,-8,-2,3,1.9,2,-16
CCOC(=O)c1cc2sc(C)cc2n1CC(=O)N1CCc2ccccc21,-4,-14,-4,0.1,5,8,-5,-16,0.6,-2,9
COc1ccc(C(=O)NC(=S)Nc2ccc(N3CCN(C(C)=O)CC3)cc2)cc1[N+](=O)[O-],7,-22,-3,0.0,6,8,-9,-3,-0.7,4,-21
Cc1cc(C(=O)N2CCN(C(=O)C3CCCO3)CC2)no1 (stereo not drawn),6,-2,8,-0.1,11,-4,-1,-12,-1.1,-3,16
COc1cc(OC)c(C(=O)OCCCOC(=O)c2cc(OC)c(OC)cc2OC)cc1OC,12,-13,10,-0.2,14,4,-2,-8,-0.3,nt,-15
COc1ccc2c(c1)CC(C1(O)C(=O)Nc3ccccc31)C2=O (stereo not drawn),-2,-15,-162,0.5,-195,-24,8,-6,-2.8,-6,-56
COc1ccc(Cl)c(Cn2c(NCc3ccco3)nc3c2c(=O)n(C)c(=O)n3C)c1,0,72*,35,0.9,8,3,0,16,0.1,1,68
COc1cc(OC)cc(C(=O)Nn2cnnc2)c1,-4,-21,9,0.1,10,1,8,10,0.0,2,-1
Cc1cccc(NS(=O)(=O)c2ccc(C)c(C(=O)N3CCN(C(=O)c4ccco4)CC3)c2)c1,14,-31,6,0.5,1,1,-9,-5,6.9,nt,0
COc1cc(NC(=S)NN2CCOCC2)cc(OC)c1,-2,-13,3,0.3,17,-4,-4,3,1.6,nt,9

# NR2E3 ag-1, what is marked active above.
molecule	CF NFkB block	NR2E3 ag-1	Peg3 promoter	aDG glyco up	HIF-2a block	TRPM1 prom inh	TWEAK Fn14 block	NR2E3 ag-2	Shn3 inh set2
COc1ccc(Cl)c(Cn2c(NCc3ccco3)nc3c2c(=O)n(C)c(=O)n3C)c1	0	72*	35	0.9	8	3	16	1	68

# The results go on:
SMILES,CF NFkB block,NR2E3 ag-1,Peg3 promoter,aDG glyco up,HIF-2a block,TRPM1 prom inh,KKLEB cytotox,TWEAK Fn14 block,hiPSC survival,NR2E3 ag-2,Shn3 inh set2
CC(C)(C)NC(=O)CSc1nsc(SCC(=O)NC(C)(C)C)c1C#N,-17,42,18,0.7,2,9,5,-20,-1.0,3,23
COCC(CN1CCN(C2=NS(=O)(=O)c3ccccc32)CC1)OC(=O)c1ccccc1 (stereo not drawn),-12,26,14,0.1,5,-6,-1,28,1.1,1,11
COC(=O)c1ccc(NC(=O)COC(=O)CCC2CCCC2)cc1,15,-8,3,-0.1,0,3,3,1,-0.2,0,-6
O=C(CSc1nccn1Cc1ccco1)Nc1ccccc1C(F)(F)F,-5,-36,-37,0.1,-59,-15,-7,-15,-0.4,1,4
O=C(COC(=O)c1cccc(Cl)c1Cl)NC1CCCCCC1,4,-13,-24,-0.1,-1,nt,6,-6,2.1,nt,-1
CCOC(=O)c1cnn(-c2ccc(C(F)(F)F)cn2)c1N,-20,-76,-256,0.4,-288,-65,20,-39,-0.9,-1,-63
CC(C)COc1ccc(/C(O)=C2/C(=O)C(=O)N(CCN(C)C)C2c2ccncc2)cc1 (stereo not drawn),8,-2,10,-0.1,3,11,6,-4,-2.6,3,-11
CCOc1ccc(NC(=O)CCC(=O)Nc2cc(OC)c(NC(=O)c3ccco3)cc2OC)cc1,2,12,11,0.0,2,13,14,3,-0.2,0,19
O=C(CN1CCOCC1)Nc1ccc2c(c1)OCO2,7,-14,11,0.0,1,-1,-4,20,-1.5,-3,7
COc1ccc(-c2[nH]ncc2CN2CCCC(C(=O)c3ccc(OC)cc3OC)C2)cc1 (stereo not drawn),7,9,8,0.3,4,9,-6,-12,2.6,3,-3
CC(CCc1ccccc1)NC(=O)Cc1ccc([N+](=O)[O-])cc1 (stereo not drawn),17,-28,17,0.2,7,9,-2,14,-1.4,-6,-7
COc1ccccc1C1C([N+](=O)[O-])=CC([N+](=O)[O-])=CN1C (stereo not drawn),4,-20,19,0.1,17,-7,2,3,-1.5,-1,4
Cc1n[nH]c(C)c1CN(C)C(=O)C1CCC(=O)N(CCc2cccc(F)c2)C1 (stereo not drawn),-3,12,-4,0.0,1,7,7,0,0.9,0,13
CC(C)CC(=O)Nc1ccnn1C1CCN(C(=O)c2ccc(F)cc2Cl)CC1,17,-1,-14,-0.2,-16,1,-8,-3,0.5,1,10
CC(O)[C@H]1CNC(=O)C(=O)N1CCc1cccc2ccccc12 (stereo partly drawn),1,-52,3,0.2,6,-5,8,-10,-2.7,2,-2
Cc1noc(C)c1C(=O)NCC(=O)Nc1ccccc1Br,-11,-2,1,-0.3,12,7,-4,15,-0.4,nt,0
COc1cccc(NC(=O)CN(C)C(=O)CN2C(=O)NC(C)(c3ccc4ccccc4c3)C2=O)c1 (stereo not drawn),-3,5,28,-0.2,20,-2,12,-9,1.2,2,2
CCOc1ccccc1C1NC(=O)CCC1[N+](=O)[O-] (stereo not drawn),-10,2,10,0.0,16,8,12,3,0.7,0,-7
COc1ccc(CCNC(=O)c2c[nH]c3ccc(F)cc3c2=O)cc1OC,-19,16,36,0.0,17,11,-13,48,-0.6,2,9
CC(CCc1ccccc1)NC(=O)c1nnc(Cc2ccc(F)cc2)o1 (stereo not drawn),4,-4,13,0.4,9,-1,-2,-9,0.3,5,10
CCN1CCN(C(=O)/C=C/c2cccc(Cl)c2)CC1,-9,-1,-25,0.0,-31,-2,0,-1,-0.3,6,-8
O=C(NC1CCCC1)C(c1ccccn1)N(C(=O)c1csnn1)c1ccccc1 (stereo not drawn),-18,-21,4,-0.1,-9,3,-8,-9,0.3,-1,-4
CC1CCCCN1C(=S)Nc1ccc(S(=O)(=O)N2CCCCC2)cc1 (stereo not drawn),19,24,5,0.4,13,nt,-9,14,-3.6,nt,3
CC1CCN(S(=O)(=O)c2ccc(C(=O)Nc3sccc3C(N)=O)cc2)CC1,10,17,-20,0.8,-47,-20,-4,36,-0.2,2,38
Clc1ccc(OCCCc2nc(-c3cccnc3)no2)c(Cl)c1,0,5,3,0.1,-11,-10,-12,-7,0.6,-3,-4
CC(C)C(=O)NC(=S)Nc1ccc(S(=O)(=O)N2CCCC2)cc1,5,5,20,-0.1,11,-4,9,6,1.4,-4,77
CC(Nc1nc(C(F)(F)F)nc2ccccc12)c1cccs1 (stereo not drawn),-5,-61,-4,0.4,-27,1,0,61*,1.2,2,-17
Cc1onc(-c2c(Cl)cccc2Cl)c1C(=O)N[C@@H]1C(=O)N2[C@@H]1SC(C)(C)[C@@H]2C(=O)O,-26&45,-7&18,-5&25,3.2&0.0,14&20,17&-2,3&3,-14&14,-0.8&-0.7,1,91*!
CCOC(=O)CN1C(=O)/C(=C2\SC(=S)N(NC(=O)c3cccnc3)C2=O)c2ccccc21,-2,-5,2,0.1,19,3,9,13,0.7,3,-3
